Apaf-1 inh = inhibitors of human Apaf-1 apoptosome | O14727 | reconstituted apoptosome caspase-3 activity, DEVD-Rh110 fluorescence | inhibition, % at 20 µM | actives 0.71% (n = 330,000); active means inhibition of at least 40% at 20 µM;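 further: plate controls were DMSO wells for no effect and DEVD-CHO caspase inhibitor wells for full effect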
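System: reconstituted apoptosome with Apaf-1, cytochrome c, caspase-9, procaspase-3, dATP; Signal: Rh110 fluorescence intensity; Schedule: 30 min compound preincubation, 50 min activation, room temperature; Reagent: cytochrome c trigger plus (Z-DEVD)2-Rh110 caspase-3 substrate.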
HKDC1 inh = HKDC1 (human) hexokinase inhibition | Q2TB90 | recombinant HKDC1, G6PDH/diaphorase resazurin coupled fluorescence | inhibition, % at 20 µM | actives 0.16% (n = 340,000);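 active means inhibition above about 35% when tested at 20 µM, limit read from the data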;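 further: plate controls were DMSO wells with enzyme for no effect and DMSO wells lacking enzyme for full effect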
Target sequence (Q2TB90 whole entry, looked up): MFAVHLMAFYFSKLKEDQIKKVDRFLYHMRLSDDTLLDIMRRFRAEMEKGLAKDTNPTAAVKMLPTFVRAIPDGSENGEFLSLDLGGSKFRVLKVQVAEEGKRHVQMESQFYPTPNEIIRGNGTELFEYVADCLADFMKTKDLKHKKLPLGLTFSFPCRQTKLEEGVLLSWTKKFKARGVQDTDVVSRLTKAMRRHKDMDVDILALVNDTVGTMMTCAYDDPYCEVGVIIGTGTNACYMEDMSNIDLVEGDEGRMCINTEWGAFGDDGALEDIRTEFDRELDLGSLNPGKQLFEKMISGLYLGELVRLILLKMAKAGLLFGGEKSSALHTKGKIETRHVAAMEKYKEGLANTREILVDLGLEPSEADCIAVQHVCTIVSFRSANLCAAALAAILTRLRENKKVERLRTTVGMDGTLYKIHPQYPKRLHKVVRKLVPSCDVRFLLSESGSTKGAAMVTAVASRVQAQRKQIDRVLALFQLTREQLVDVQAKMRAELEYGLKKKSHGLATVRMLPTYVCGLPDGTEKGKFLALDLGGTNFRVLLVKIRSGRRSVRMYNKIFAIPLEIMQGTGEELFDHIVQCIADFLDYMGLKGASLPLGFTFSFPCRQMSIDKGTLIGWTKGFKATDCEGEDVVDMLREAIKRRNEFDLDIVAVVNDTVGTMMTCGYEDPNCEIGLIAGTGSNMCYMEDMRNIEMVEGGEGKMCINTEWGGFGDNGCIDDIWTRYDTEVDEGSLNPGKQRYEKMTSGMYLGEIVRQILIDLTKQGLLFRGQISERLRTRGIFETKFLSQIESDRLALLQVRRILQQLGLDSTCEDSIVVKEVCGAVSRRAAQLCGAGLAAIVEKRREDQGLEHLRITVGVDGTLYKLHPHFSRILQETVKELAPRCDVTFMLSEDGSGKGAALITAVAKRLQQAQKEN
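Incubation: 90 min at room temperature in dark / Material: recombinant HKDC1 (HK5) hexokinase enzyme, produced in-house / Quantity: enzyme 5 µg/mL final / Compound: one dose of 20 µM, 1% DMSO / Reagent: glucose and ATP substrates / Buffer or medium: Tris pH 8.0 buffer with MgCl2, Tween-20, BSA, BME / Technique: resorufin fluorescence at 613 nm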
697 NFkB inh = lowers PMA/ionomycin-induced NF-kB signal in 697 B cells; 697 B-cell NF-kB luciferase reporter, 16 h; inhibition, % at 4 µM; actives 0.33% (n = 330,000); AID 435022; in the data active means inhibition above about 35%
SENP7 block = inhibitors of human SENP7 protease; inhibition, % at 5 µM; AID 434973; actives 1.5% (n = 330,000); recombinant SENP7, Z-RLRGG-aminoluciferin luminescence, 40 min;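 active means inhibition above about 50% at the single test dose, limit read from the data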;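 further: plate controls were DMSO with enzyme for no effect and no enzyme buffer wells for full effect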
Gli-Sufu antag = antagonists of Gli-Sufu signaling. actives 0.74% (n = 340,000). inhibition, % at 5 µM. Sufu-KO-LIGHT fibroblasts, Gli luciferase reporter luminescence. AID 588413;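 active means inhibition above about 55%, limit read from the data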;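 further: 0% = DMSO-treated cells and 100% = wells with medium but no cells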
UBC13 inh = human UBC13 polyubiquitination inhibition | P61088 | UBC13 polyubiquitin chain formation, TR-FRET | inhibition, % at 20 µM | actives 0.47% (n = 330,000) | AID 485273; in the data active means inhibition above about 45%, passing the limit was not always enough
Target sequence (P61088 whole entry, looked up): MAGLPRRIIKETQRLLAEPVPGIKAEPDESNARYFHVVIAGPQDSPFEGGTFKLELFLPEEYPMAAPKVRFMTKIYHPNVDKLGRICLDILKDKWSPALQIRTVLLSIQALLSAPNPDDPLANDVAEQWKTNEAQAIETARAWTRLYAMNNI
SENP8 block = inhibitors of human SENP8 protease; inhibition, % at 10 µM; AID 2540; actives 1.2% (n = 330,000); purified SENP8, Z-RLRGG-aminoluciferin cleavage, luminescence
Jurkat NFkB inh = inhibitors of the PMA/ionomycin-induced NF-kB reporter in Jurkat cells; inhibition, % at 4 µM; AID 435003; actives 0.53% (n = 330,000); PMA/ionomycin-induced NF-kB luciferase reporter, luminescence
Numbers without * were called inactive; x = not tested or not shown. Unless noted, no stated cut-off is given here; in the data, active means inhibition above about 50%; inactive means the rest.

SMILES	Apaf-1 inh	HKDC1 inh	697 NFkB inh	SENP7 block	Gli-Sufu antag	UBC13 inh	SENP8 block	Jurkat NFkB inh
Cc1ccc(-c2nnn(CC(=O)NC3CCN(Cc4ccccc4)CC3)n2)cc1	10	1	7	-2	-7	29	-2	6
CCC(C)NC(=O)COc1ccccc1[N+](=O)[O-] (configuration not stated)	1	3	6	2	33	4	1	11
COc1ccc(C(=O)NCc2cccnc2)cc1	4	-6	0	-20	2	0	-9	-11
Cc1cccc(-c2noc(CCCOc3ccc(Cl)cc3Cl)n2)c1	6	-3	6	1	-18	9	2	-2
CCN(CC)C(=O)c1c(-c2ccccc2)oc2ccc(OC)cc12	9	-9	4	-4	-10	-9	-14	1
CCOCCCn1c(=N)c(S(=O)(=O)c2ccccc2)cc2c(=O)n3cc(C)ccc3nc21	9	-2	-14	5	21	2	-6	-16
CC1CC(OC(=O)c2ccccc2C(=O)c2ccc(Cl)cc2)C(=O)O1 (configuration not stated)	7	1	5	11	-2	10	3	-15
COCC1CCN(C(=O)C2CCC(=O)N(CCc3ccc(Cl)cc3)C2)CC1 (configuration not stated)	0	0	-3	-6	-9	1	3	9
COc1ccc(/C=C/c2onc(C)c2S(=O)(=O)N2CCC(C(=O)N3CCC(C)CC3)CC2)cc1	20	4	-16	1	18	-2	7	3
CCc1ccc(C(=O)/C=C/Nc2ccc(S(=O)(=O)Nc3onc(C)c3C)cc2)cc1	13	2	-68	3	-1	-16	-1	-17
COC(=O)c1ccccc1NC(=O)N1CCN(Cc2ccco2)CC1	-3	13	-4	2	-5	-18	-11	-7
O=[N+]([O-])c1ccc(/C=N/n2cnc3ccccc32)s1	13	6	-1	34	15	-13	2	-3
C=CCNC(=O)C1CC(=O)N(c2ccc(OCC(=O)Nc3ccc(Cl)c(C(F)(F)F)c3)cc2)C1 (configuration not stated)	-5	-8	1	-4	10	2	3	19
O=C(Nc1ccccc1C(F)(F)F)c1cc(-c2ccco2)on1	6	-7	-32	2	-20	1	-1	-26
COC(=O)C1=C(C)N(Cc2ccccc2)C(=NCc2ccc(OC)cc2)N[C@H]1c1cccc(F)c1	56*	0	-4	7	-26	74*	3	-15

Three structures from above, sorted by molar mass, smallest number first.
SMILES	Apaf-1 inh	HKDC1 inh	697 NFkB inh	SENP7 block	Gli-Sufu antag	UBC13 inh	SENP8 block	Jurkat NFkB inh
CCC(C)NC(=O)COc1ccccc1[N+](=O)[O-] (configuration not stated)	1	3	6	2	33	4	1	11
CC1CC(OC(=O)c2ccccc2C(=O)c2ccc(Cl)cc2)C(=O)O1 (configuration not stated)	7	1	5	11	-2	10	3	-15
COc1ccc(/C=C/c2onc(C)c2S(=O)(=O)N2CCC(C(=O)N3CCC(C)CC3)CC2)cc1	20	4	-16	1	18	-2	7	3

Next section.
SMILES	Apaf-1 inh	HKDC1 inh	697 NFkB inh	SENP7 block	Gli-Sufu antag	UBC13 inh	SENP8 block	Jurkat NFkB inh
O=C(O)CC/C(=N\Nc1ccc([N+](=O)[O-])cc1S(=O)(=O)N1CCOCC1)c1cccs1	-9	7	14	3	1	-18	7	4
CCSc1nc(C)c(CC)c(C)c1C(N)=O	3	5	0	15	3	-5	-1	10
CC(Sc1nnc(COc2ccc3ccccc3c2)n1C)C(=O)O (configuration not stated)	16	1	-9	-4	1	2	0	-2
COc1ccc(C(CCNC(C)c2ccccc2)c2ccc(F)cc2)cc1 (configuration not stated)	19	10	-5	-11	26	38	-14	7
Cc1c(C)n(CCCN(C)C)c2ncnc(NCc3ccccc3)c12	3	-1	-27	1	6	4	-4	-11
Cc1ccc(-c2nc(C)sc2CC(=O)OCC(=O)Nc2c(F)cccc2F)cc1	-2	-5	12	-3	-5	8	-3	2
CCOC(=O)c1c(NC(=O)Cn2nc(C(=O)O)c3ccccc3c2=O)sc(C)c1C	10	0	11	-1	-6	-6	7	-40
Cc1cc(C)n(-c2cc(N3CCN(S(=O)(=O)c4ccc(C)c(C)c4)CC3)ccc2[N+](=O)[O-])n1	12	1	5	9	-4	-8	-2	18
CCCCc1cc(=O)oc2cc(C)cc(OCC(=O)NCc3ccccn3)c12	7	13	8	0	27	20	-3	9
Cc1ccc(-c2cc(C(=O)Nc3ccc(S(=O)(=O)Nc4onc(C)c4C)cc3)[nH]n2)c(O)c1	-14	-1	17	-2	-6	5	0	8
Cc1[nH]c(=O)c(C#N)cc1-c1ccccc1	4	-1	6	2	5	-11	-5	-4
CC(C)c1ccc(NC2CCCN(C(=O)c3ccc(Cn4cnnn4)cc3)C2)cc1 (configuration not stated)	6	-4	-9	-2	-8	-3	-3	25
Cc1ccc(C(=O)N2c3ccccc3OCC2C)cc1 (configuration not stated)	4	-9	13	-3	4	4	-2	15
O=S(=O)(c1cccs1)N1CCN(CCOc2ccccc2)CC1	6	-1	9	6	0	-3	-5	18
O=C(OCC(=O)N1CCc2ccccc21)c1ccc[nH]c1=O	-16	-9	4	-1	-1	-9	-17	13
COc1cc(OC)cc(-c2cc3nc(C)c(CCC(=O)Nc4nc(C)cs4)c(C)n3n2)c1	17	2	36*	3	24	23	2	10
Cc1nnc(SCC(=O)Nc2cccc(C(F)(F)F)c2)[nH]c1=O	-8	1	-1	-9	10	-5	-1	-13
CC1CCCCC1NC(=O)C1CCN(S(=O)(=O)N2CCOCC2)CC1 (configuration not stated)	-1	3	17	-6	-1	-6	-12	-10
O=C(CSc1nnc2ccccn12)Nc1ccc2c(c1)OCCO2	-1	5	-53	6	-57	-1	4	-78
CCCCN(CC)C(=O)CN1C(=O)c2ccccc2C1=O	0	2	-2	1	-3	2	-4	3
CC(C)Oc1ccc(S(=O)(=O)N2CCOCC2)cc1NC(=O)C1CSC2(C)CCC(=O)N12 (configuration not stated)	4	-5	15	-7	0	3	-1	-1
Cc1cc(C)c2c(=O)[nH]c(SCC(=O)N(C)C)nc2n1	-5	-9	14	1	6	-11	12	0
COC(=O)c1c(NC(=O)COc2ccc(Cl)cc2Cl)sc2c1CC(C)(C)NC2(C)C	33	3	-10	-6	18	34	4	11
Cc1cc(NC(=O)CCC(=O)N(c2cccc(F)c2)C(C(=O)NC2CCCC2)c2ccncc2)no1 (configuration not stated)	-5	0	-7	-3	-3	4	3	-3
Cn1c(=O)c2c(ncn2CCOc2cccc(Br)c2)n(C)c1=O	4	-4	13	8	-4	7	-1	7
COc1cc(C2NC(=O)NC(C)=C2C(=O)OCC2CCCCC2)ccc1O (configuration not stated)	-1	-4	-10	7	3	0	1	-9
COc1ccc(CCNC(=O)CN2CCN(c3cccc(C(F)(F)F)c3)CC2)cc1	23	1	-40	6	-11	-4	6	4
CC1(C)Cc2cccc(OCC(=O)N3CCN(c4ccc([N+](=O)[O-])cc4)CC3)c2O1	9	-2	-5	0	9	-3	-1	4
Cc1nc(C)c(Oc2cccc(C(F)(F)F)c2)c(=O)[nH]1	-10	-8	-6	-6	-1	0	4	-19
O=C(CSc1nnc(-c2ccc(Br)cc2)n1C1CCCCC1)N1CCCC1	14	4	-4	12	7	-4	-1	-11
COc1ccc(/C=C/C(=O)OCCCN(C)C)cc1	1	-13	-2	6	0	-1	-12	-5
O=C(CSc1ccc(Cl)cc1)N1N=CCC1c1ccccc1 (configuration not stated)	-5	6	17	-3	0	9	-3	-8
O=C(Nc1cc(=O)[nH]c(=O)[nH]1)c1cccc(Br)c1	13	-12	-14	11	-24	-10	4	21
O=C(Nc1ccccc1)/C(=C/c1ccccc1)c1ccccc1	20	4	-15	7	-1	-8	-6	-19
Cc1cccc(OCC(=O)N2CCN(S(C)(=O)=O)CC2)c1	5	-9	16	1	9	1	7	8
O=C(Nc1ccc(S(=O)(=O)N2CCN(Cc3ccccc3)CC2)cc1)c1cnccn1	1	-4	-6	-10	58*	-11	-11	57*
Cn1c(=O)n(C)c2cc(NC(=O)c3ccc(F)cc3)ccc21	-2	-3	9	3	-3	3	-7	4
FC(F)(F)c1ccc(Oc2ccc3ccccc3c2Br)nc1	10	-3	10	16	-10	5	-7	2
CC(C)[C@H](NC(=O)c1ccc(Cl)c([N+](=O)[O-])c1)C(=O)NCc1ccc(F)cc1	7	-6	6	0	-5	10	-5	3
O=[N+]([O-])c1ccc(C2OCCO2)cc1CS(=O)(=O)c1ccccc1	7	-5	9	-2	-5	-4	-7	9
O=C(COC(=O)c1ccc(Br)o1)Nc1cccc(S(=O)(=O)N2CCCCC2)c1	5	-1	-6	-2	-1	1	-9	1
COCC1CCN(C(=O)CC2C(=O)NCCN2Cc2cccc(Oc3ccccc3)c2)CC1 (configuration not stated)	11	1	-10	-2	3	1	-4	-7
CCOC(=O)C1C(C(=O)OC)=C(C2=CCCCC2)c2ccccc2N1S(=O)(=O)C(F)(F)F (configuration not stated)	19	3	12	-8	1	x	x	x
O=C(Nc1ncccn1)c1cc(-c2ccc(F)cc2)nc2ccccc12	-9	1	6	5	-14	-3	12	-6
COc1ccc(N(CC(=O)NCc2ccc(C)cc2)S(=O)(=O)c2c(C)nn(C)c2C)cc1	-9	7	-18	1	5	-5	-13	4
CC12CCC(=O)N1C(C(=O)Nc1ccc(Br)cc1Cl)CS2 (configuration not stated)	4	-9	24	2	-3	2	2	18
COc1ccc(Br)cc1C(=O)NC(=S)Nc1ccc(CN2CCOCC2)cc1	26	-1	-59	-4	50	-1	-11	-29
Cc1ccc2cc(CN(CCN(C)C)C(=O)Nc3ccc(Cl)cc3)c(=O)[nH]c2c1	5	19	-5	7	28	15	-1	-1
CN(C(=O)Cn1nc(C(=O)O)c2ccccc2c1=O)C1CCCCC1	5	-1	2	4	-4	3	-5	-2
Cc1ccccc1NC(=O)/C(C#N)=C/c1ccccc1C(F)(F)F	-2	9	-10	-5	-4	3	0	11
Fc1c(F)c(F)c(NC2=NCCCCC2)c(F)c1F	3	-7	-13	-3	-8	-1	-10	-5
S=C1NC[C@H](CC2CCCCC2)N1CCCCC1CCCCC1	18	0	-18	0	32	19	7	1
O=C(CCNC(=O)c1ccc(Br)cc1)Nc1ccccc1N1CCCCC1	4	5	4	5	17	-1	-8	9
Cc1ccc(C(=O)NCCc2nnc3ccc(N4CCCC4)nn23)cc1	-8	-6	-2	-5	-6	-2	-6	-2
COc1ccccc1CN1CC(C(=O)NCc2ccc(N3CCCC3=O)cc2)CCC1=O (configuration not stated)	-6	-7	-5	-1	1	-5	5	4
CCOC(=O)COc1ccc(/C=C2/SC(=Nc3ccccc3)N(Cc3cccnc3)C2=O)cc1OC	13	11	17	8	8	0	-1	5
Cc1nc(NC(=O)CN2CCN(c3cccc(Cl)c3)CC2)sc1C(=O)N(C)C	-1	-5	-7	-5	1	0	-5	5
C=CCNC(=S)N/N=C(\C)c1cc(OC)c(OC)c(OC)c1	18	-8	-12	11	3	-6	-2	-5
O=C(COc1ccccc1Cc1ccccc1)Nc1cccc(S(=O)(=O)N2CCOCC2)c1	5	0	16	2	4	12	4	4
COc1cccc(CNS(=O)(=O)c2cc3c(cc2C)NC(=O)CO3)c1	1	-2	-4	3	-9	-4	-3	3
CCn1c(=O)cc(O)c2c(=O)n(C)c(=O)n(C)c21	3	-3	-16	-7	-5	-3	-2	-12

One compound at a time (already shown):
O=C(COc1ccccc1Cc1ccccc1)Nc1cccc(S(=O)(=O)N2CCOCC2)c1 reads Apaf-1 inh = 5; HKDC1 inh = 0; 697 NFkB inh = 16; SENP7 block = 2; Gli-Sufu antag = 4; UBC13 inh = 12; SENP8 block = 4; Jurkat NFkB inh = 4
O=C(CCNC(=O)c1ccc(Br)cc1)Nc1ccccc1N1CCCCC1 reads Apaf-1 inh = 4; HKDC1 inh = 5; 697 NFkB inh = 4; SENP7 block = 5; Gli-Sufu antag = 17; UBC13 inh = -1; SENP8 block = -8; Jurkat NFkB inh = 9
Cc1ccc(C(=O)NCCc2nnc3ccc(N4CCCC4)nn23)cc1 reads Apaf-1 inh = -8; HKDC1 inh = -6; 697 NFkB inh = -2; SENP7 block = -5; Gli-Sufu antag = -6; UBC13 inh = -2; SENP8 block = -6; Jurkat NFkB inh = -2
